CCR6 antagonist = blocks CCL20-driven beta-arrestin recruitment at human CCR6 | AID 493098 | CHO-K1 CCR6 PathHunter beta-arrestin, luminescence, CCL20-stimulated | inhibition, % at 20 µM | P51684 | actives 0.49% (n = 340,000);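 active means compounds whose inhibition of the agonist-driven luminescence signal at 20 µM reaches about 50%, limit read from the data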;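 further: cells stimulated with CCL20 at 14 nM final; plate controls were DMSO with CCL20 for no effect and DMSO without agonist for full effect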
Target sequence (P51684 whole entry, looked up): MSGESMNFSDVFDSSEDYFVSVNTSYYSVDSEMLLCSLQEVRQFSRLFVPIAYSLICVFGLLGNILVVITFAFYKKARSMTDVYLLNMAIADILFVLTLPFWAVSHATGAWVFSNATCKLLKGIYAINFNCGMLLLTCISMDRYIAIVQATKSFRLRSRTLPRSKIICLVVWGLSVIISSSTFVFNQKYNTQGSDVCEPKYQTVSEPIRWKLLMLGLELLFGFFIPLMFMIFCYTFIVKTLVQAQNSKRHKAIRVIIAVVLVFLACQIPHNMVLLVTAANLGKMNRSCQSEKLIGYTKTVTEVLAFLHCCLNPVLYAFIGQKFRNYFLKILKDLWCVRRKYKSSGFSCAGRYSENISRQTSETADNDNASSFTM
Mdm2-MdmX inh = inhibitors of human Mdm2/MdmX interaction. SaOS-2 split-luciferase Mdm2/MdmX complementation, luminescence. actives 3% (n = 330,000). AID 485346. inhibition, % at 8 µM;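 active means inhibition of at least 50% at 8 µM in the primary screen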
CXCR6 inh = CXCR6 (human) receptor inhibition; CHO-K1 PathHunter CXCR6 beta-arrestin, luminescence; inhibition, % at 20 µM; actives 0.36% (n = 360,000); AID 602244; in the data active means inhibition above about 34%, passing the limit was not always enough;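 further: antagonist mode with CXCL16 agonist at 10 nM final; 0% = 10 nM CXCL16 with DMSO and 100% = unstimulated wells without agonist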
697 NFkB inh = lowers PMA/ionomycin-induced NF-kB signal in 697 B cells; 697 B-cell NF-kB luciferase reporter, 16 h; inhibition, % at 4 µM; actives 0.33% (n = 330,000); in the data active means inhibition above about 35%
Jurkat NFkB inh = inhibitors of the PMA/ionomycin-induced NF-kB reporter in Jurkat cells; PMA/ionomycin-induced NF-kB luciferase reporter, luminescence; inhibition, % at 4 µM; actives 0.53% (n = 330,000); in the data active means inhibition above about 50%
XBP1 UPR activ = adaptive UPR (XBP1) activation | actives 0.33% (n = 330,000) | activation, % at 20 µM | AID 463104 | CHO-XBP1 luciferase reporter, IRE1-XBP1 UPR activation, luminescence; percent of tunicamycin response, DMSO as zero;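 active means versus positive control, 20 µM dose yields 30% or more activation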;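 further: 100% = tunicamycin at 10 µg/mL and 0% = DMSO only wells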
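Material: CHO-XBP1 cells stably carrying IRE1-XBP1-driven luciferase reporter | Medium: F12 with 10% serum | Compound dosing: 20 µM single concentration, DMSO 1% | Incubation: Overnight seeding at 37 °C, 6 h compound treatment at 37 °C | Detection: Steady-Glo luminescence read | Read-out basis: % activation of reporter signal versus tunicamycin and DMSO controls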
Gli-Sufu antag = antagonists of Gli-Sufu signaling; Sufu-KO-LIGHT fibroblasts, Gli luciferase reporter luminescence; inhibition, % at 5 µM; actives 0.74% (n = 340,000); AID 588413;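 active means inhibition above about 55%, limit read from the data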;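 further: 0% = DMSO-treated cells and 100% = wells with medium but no cells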
UPR CHOP act = activators of apoptotic arm of unfolded protein response (CHOP); CHO-CHOP luciferase reporter, UPR activation, luminescence; percent of tunicamycin response over DMSO baseline; activation, % at 10 µM; actives 0.34% (n = 330,000); AID 449763;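 active means at 10 µM dose, activation of 40% or more, normalized to positive control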;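 further: 100% = tunicamycin at 10 µg/mL and 0% = DMSO alone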
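Assay system: CHO cells with stable CHOP pathway luciferase reporter; Buffer or medium: F12 plus 10% serum; Times: 16-18 h cell attachment, then 6 h compound exposure, 37 °C; Signal: luciferase luminescence; Read-out basis: percent activation relative to tunicamycin control; Control set: tunicamycin high control, DMSO low control.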
EBI2 antag = blocks human EBI2 receptor beta-arrestin signaling; P32249; EBI2 beta-arrestin recruitment, luminescence, 7a,25-OHC stimulated; inhibition, % at 5 µM; actives 0.81% (n = 360,000); AID 651636; in the data active means inhibition above about 38%;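 further: enzyme fragment complementation signal reports receptor beta-arrestin coupling in cells; 0% = agonist plus DMSO wells and 100% = wells without agonist; some results beyond the cut were filed as inactive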
Target sequence (P32249 whole entry, looked up, the tested form may be a part): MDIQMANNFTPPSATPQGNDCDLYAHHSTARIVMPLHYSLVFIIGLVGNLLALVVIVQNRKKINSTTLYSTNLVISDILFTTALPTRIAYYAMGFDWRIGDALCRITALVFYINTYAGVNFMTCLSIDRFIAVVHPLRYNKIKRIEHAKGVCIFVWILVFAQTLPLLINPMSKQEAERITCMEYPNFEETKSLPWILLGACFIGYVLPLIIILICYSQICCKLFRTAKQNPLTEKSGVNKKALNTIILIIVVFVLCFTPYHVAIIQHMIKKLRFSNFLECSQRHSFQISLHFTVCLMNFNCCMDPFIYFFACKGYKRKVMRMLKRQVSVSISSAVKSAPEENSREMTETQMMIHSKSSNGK
Starred values were filed as active, the others as inactive; . = no result given.

1. O=C(NCc1ccco1)c1cc2nc(-c3ccc4c(c3)OCO4)cc(C(F)(F)F)n2n1
2. CCOc1ncccc1C(=O)Nc1ccc2c(C)cc(=O)oc2c1
3. CN(C)c1nc(N(C)C)nc(N(C#N)Cc2ccc(Cl)cc2)n1
4. O=C1/C(=C\c2cc([N+](=O)[O-])ccc2O)SC(=S)N1Cc1ccc(Cl)cc1
5. O=C(N/N=C/c1c[nH]c2ccccc12)c1cc(-c2ccc(-c3ccccc3)cc2)n[nH]1
6. COc1cc(C(=O)Nc2nnc(CC(C)(C)C)s2)c([N+](=O)[O-])cc1OC
7. COC(=O)CSc1nnc(CNC(=O)c2ccc(S(=O)(=O)N(C)C)cc2)n1C
8. Cc1nc(Nc2cccc(O)c2)c2oc3ccccc3c2n1

screen / no.	1	2	3	4	5	6	7	8
CCR6 antagonist	24.5	15.6	20.9	26.5	-26.7	26.2	11.8	6.8
Mdm2-MdmX inh	13.0	-12.4	9.3	.	44.4	5.5	8.7	18.2
CXCR6 inh	7.4	2.9	6.2	17.4	-8.7	26.1	-0.1	-2.3
697 NFkB inh	11.7	4.1	14.0	.	-51.2	10.6	12.9	-19.1
Jurkat NFkB inh	2.6	-16.5	-2.5	.	-22.3	4.5	1.4	-14.0
XBP1 UPR activ	4.6	1.2	-4.6	.	3.9	-3.1	0.1	4.0
Gli-Sufu antag	20.8	-12.9	12.8	16.0	-46.7	-3.5	-6.4	1.5
UPR CHOP act	-1.4	3.5	2.2	.	28.9	-1.1	0.6	2.9
EBI2 antag	17.3	7.5	16.4	14.0	-25.3	-1.2	-1.8	-12.2

An excerpt from above in order of length of the SMILES, largest number first.
4. O=C1/C(=C\c2cc([N+](=O)[O-])ccc2O)SC(=S)N1Cc1ccc(Cl)cc1
6. COc1cc(C(=O)Nc2nnc(CC(C)(C)C)s2)c([N+](=O)[O-])cc1OC
3. CN(C)c1nc(N(C)C)nc(N(C#N)Cc2ccc(Cl)cc2)n1

screen / no.	4	6	3
CCR6 antagonist	26.5	26.2	20.9
Mdm2-MdmX inh	.	5.5	9.3
CXCR6 inh	17.4	26.1	6.2
697 NFkB inh	.	10.6	14.0
Jurkat NFkB inh	.	4.5	-2.5
XBP1 UPR activ	.	-3.1	-4.6
Gli-Sufu antag	16.0	-3.5	12.8
UPR CHOP act	.	-1.1	2.2
EBI2 antag	14.0	-1.2	16.4

More entries:
9. O=C(Nc1ccncc1)Nc1cccc(Cl)c1
10. COc1ccc(C2CC(c3cccs3)Nc3nnnn32)cc1 (stereo unspecified)
11. CCC(=O)NNc1nc2c(F)cccc2s1
12. O=C(Cc1ccc(Cl)cc1)NCc1nc(-c2ccccc2)no1
13. COc1ccc(Nc2nc(Nc3ccc(OC)cc3)nc(-n3[nH]c(=O)c(C)c3C)n2)cc1
14. Fc1ccccc1N1CCN(c2nnnn2-c2ccccc2)CC1
15. Cn1c2c(sc1=O)CCC2
16. O=C(CSc1ncnc2ccccc12)Nc1ccc2c(c1)OCO2

screen / no.	9	10	11	12	13	14	15	16
CCR6 antagonist	-29.5	-11.9	-3.6	.	34.2	21.0	6.9	4.2
Mdm2-MdmX inh	15.7	5.0	3.1	8.4	28.0	-0.1	.	18.9
CXCR6 inh	-6.7	-1.4	2.9	10.1	15.4	-0.1	-2.8	1.4
697 NFkB inh	-18.3	-17.4	14.0	14.2	18.1	8.4	.	-1.0
Jurkat NFkB inh	-17.2	-6.4	-5.5	-4.6	18.7	7.6	.	3.6
XBP1 UPR activ	-0.6	0.3	1.1	-2.0	16.1	-1.2	.	-0.7
Gli-Sufu antag	-5.9	16.1	-1.6	.	-24.7	0.3	-29.8	-10.8
UPR CHOP act	3.7	-1.3	-1.3	0.1	7.4	-1.3	.	-0.3
EBI2 antag	2.5	4.0	-2.9	4.5	-10.2	-4.1	-7.9	-0.2

17. COc1ccc(Cl)cc1/C=C(\C#N)C(N)=O
18. NC(=O)c1ccc(NC(=O)COC(=O)CC(NC(=O)c2ccccc2Cl)c2ccccc2)cc1 (stereo unspecified)
19. Cc1cccc(NS(=O)(=O)c2ccc3c(c2)NC(=O)CO3)c1C
20. Clc1cccc(Cl)c1-c1nnc2ccc(N3CCOCC3)nn12
21. COc1ccc(-c2c([C@H]3[C@@H]4C=CCC[C@@]4(C)C(=O)N3Cc3ccccc3)ccc3ccccc23)cc1OC
22. CCc1cc2cc(C)ccc2nc1SCC(=O)N1CC(=O)Nc2ccccc21
23. CC1CCCCN1CC(O)COc1ccc(OCC(O)CN2CCCCC2C)cc1 (stereo unspecified)
24. CN(C)S(=O)(=O)c1ccc(NC(=O)COC(=O)c2ccccn2)cc1

screen / no.	17	18	19	20	21	22	23	24
CCR6 antagonist	-10.6	3.0	-4.8	21.0	19.4	22.0	-5.2	-4.0
Mdm2-MdmX inh	15.8	22.8	9.6	25.7	38.6	23.9	16.6	25.9
CXCR6 inh	-8.8	0.8	7.8	1.4	22.9	0.0	10.4	4.5
697 NFkB inh	-17.6	10.3	-10.5	8.6	10.7	1.4	8.2	15.8
Jurkat NFkB inh	0.8	-2.0	0.8	-6.4	6.9	-2.1	-12.7	7.4
XBP1 UPR activ	1.3	-0.7	-8.1	-1.0	4.1	0.8	-2.3	1.9
Gli-Sufu antag	3.2	4.3	0.3	0.4	-3.6	-23.5	1.6	-60.4
UPR CHOP act	-1.0	-1.6	0.4	0.9	1.6	2.3	0.2	0.8
EBI2 antag	-35.5	-5.4	-7.6	-0.9	4.0	2.7	-5.9	-0.1

25. O=C(CSc1ccccc1)NCc1cccnc1
26. Cc1nn(C)cc1S(=O)(=O)NCc1ccccc1Cl
27. COc1ccc(OC)c(NC(=O)c2cccc(S(=O)(=O)N(Cc3ccccc3)c3ccccc3OC)c2)c1
28. Cc1cc(Cl)ccc1OCC(=O)NN1C(=O)C2C3C=CC(C3)C2C1=O (stereo unspecified)
29. Cc1cccc(C(=O)O/N=C(\N)Cc2cccc3ccccc23)c1
30. COc1cccc(NC(=O)CSc2nncn2-c2ccccn2)c1
31. CCOc1cc(CNn2cnnc2SCC(=O)NC(C)(C)C)ccc1OCC(=O)NC(C)(C)C
32. O=C(CSc1nc(=O)n(CCCN2CCOCC2)c2c1CCC2)Nc1ccc([N+](=O)[O-])cc1

screen / no.	25	26	27	28	29	30	31	32
CCR6 antagonist	11.8	-3.1	16.6	0.5	-23.9	5.2	-0.3	13.0
Mdm2-MdmX inh	2.5	41.5	0.9	3.4	39.2	-38.6	3.8	-2.9
CXCR6 inh	-3.0	7.0	2.3	6.5	-17.3	-3.7	1.9	-8.4
697 NFkB inh	11.1	3.0	7.2	17.3	11.7	1.0	-1.6	-25.2
Jurkat NFkB inh	18.0	6.7	0.9	5.6	2.4	0.6	15.3	-5.5
XBP1 UPR activ	0.3	-3.3	-2.8	-2.5	-3.3	-1.0	-2.3	-1.4
Gli-Sufu antag	-6.0	-3.6	23.2	-1.3	3.8	-0.8	0.5	10.0
UPR CHOP act	-0.8	-0.3	0.1	-1.1	-0.5	1.7	0.2	0.5
EBI2 antag	-2.1	-0.6	20.6	0.0	-11.7	-23.7	-15.3	-11.3

33. CC1CCCN(S(=O)(=O)c2cccc(C(=O)OCC(=O)N(C)Cc3c(F)cccc3Cl)c2)C1 (stereo unspecified)
34. COc1ccccc1C(=O)Nc1ccc(S(=O)(=O)Nc2nccs2)cc1
35. COc1cc2c(cc1OC)C(COc1ccc([N+](=O)[O-])cc1)N(C(C)=O)CC2 (stereo unspecified)
36. Cc1nc(C)c2c(=O)cc(-c3ccccc3)[nH]c2n1
37. CC(C)n1nnnc1SCC(=O)Nc1ccc2c(c1)OCCO2
38. CC(=O)Nc1ccc(S(=O)(=O)NCc2ccc3c(c2)cc(C)n3C)cc1
39. CCN(CC)CCCN(C)C(=O)Cn1nc(Cc2ccncc2)c2ccccc2c1=O
40. CC12CCC(=O)N1C(C(=O)N1CCN(S(=O)(=O)c3ccc(F)c(F)c3)CC1)CS2 (stereo unspecified)

screen / no.	33	34	35	36	37	38	39	40
CCR6 antagonist	16.0	3.1	-0.4	-6.7	.	13.6	5.7	9.3
Mdm2-MdmX inh	7.5	26.1	5.5	30.0	-29.3	-24.2	19.9	12.1
CXCR6 inh	9.9	0.9	3.4	-1.5	.	1.7	5.5	2.2
697 NFkB inh	-12.6	8.7	-42.1	-15.6	-46.8	-1.5	6.4	20.7
Jurkat NFkB inh	-0.6	-1.9	67.9*	46.2	-51.4	-8.9	-4.3	13.0
XBP1 UPR activ	-4.0	1.0	-1.3	1.2	1.6	-2.4	-4.4	-2.0
Gli-Sufu antag	-1.7	8.2	3.8	-3.3	.	-0.2	12.0	0.0
UPR CHOP act	-1.0	2.2	-0.1	-0.7	4.0	0.3	0.3	3.4
EBI2 antag	3.5	1.7	-9.3	-18.6	.	-8.9	-13.5	-10.6

41. O=C(Nc1ccc(N2CCOCC2)cc1)C1CC(=O)N(c2ccc(F)cc2)C1 (stereo unspecified)
42. CN(Cc1ccccc1)S(=O)(=O)c1ccc(Cl)c(C(=O)NCCCN2CCCC2=O)c1
43. COc1ccc([N+](=O)[O-])cc1NC(=O)C(C)OC(=O)c1ccccn1 (stereo unspecified)
44. Cc1nn(CC(=O)NCc2cc3ccccc3[nH]2)c(C)c1[N+](=O)[O-]
45. COc1ccc(S(=O)(=O)Nc2cccc(Cl)c2)cc1OC
46. CN(C)S(=O)(=O)N1CCN(CC(=O)Nc2ccc(Br)cc2)CC1

screen / no.	41	42	43	44	45	46
CCR6 antagonist	12.3	11.9	2.7	9.6	1.1	13.6
Mdm2-MdmX inh	-4.2	.	9.6	-1.6	17.1	1.7
CXCR6 inh	-8.0	-1.6	0.7	8.0	6.1	-0.4
697 NFkB inh	3.8	.	16.7	27.6	-7.8	-20.3
Jurkat NFkB inh	-3.5	.	1.3	-9.9	1.9	5.1
XBP1 UPR activ	3.0	.	-3.7	-0.6	-1.1	-5.3
Gli-Sufu antag	-15.2	4.5	6.7	1.3	2.0	-3.3
UPR CHOP act	-0.2	.	0.0	-1.3	-1.0	-0.5
EBI2 antag	-0.7	-8.5	2.7	7.5	-3.3	6.3
